# S1P4 ag: human S1P4 receptor agonism. 220,000 tested, 0.35% active. activation, % at 4.98 µM. O95977. S1P4-expressing cell line, agonist reporter assay; in the data active = activation above about 11%;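 note: 0% = DMSO vehicle and 100% = reference agonist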
# EP2 modulator: modulators of human EP2 prostaglandin E2 receptor. EP2-expressing cells, cAMP HTRF FRET, PGE2 co-stimulation. induction, % at 25 µM. 260,000 tested, 0.83% active;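 active = compounds whose cAMP rise, as percent of the full-agonist control response, exceeds 60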;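 note: rat C6 glioma line stably carrying human EP2 under a CMV promoter; the protocol text gives 20 µM as final concentration; 100% = response of wells given 1 µM PGE2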
# Target sequence (P43116 whole entry, looked up): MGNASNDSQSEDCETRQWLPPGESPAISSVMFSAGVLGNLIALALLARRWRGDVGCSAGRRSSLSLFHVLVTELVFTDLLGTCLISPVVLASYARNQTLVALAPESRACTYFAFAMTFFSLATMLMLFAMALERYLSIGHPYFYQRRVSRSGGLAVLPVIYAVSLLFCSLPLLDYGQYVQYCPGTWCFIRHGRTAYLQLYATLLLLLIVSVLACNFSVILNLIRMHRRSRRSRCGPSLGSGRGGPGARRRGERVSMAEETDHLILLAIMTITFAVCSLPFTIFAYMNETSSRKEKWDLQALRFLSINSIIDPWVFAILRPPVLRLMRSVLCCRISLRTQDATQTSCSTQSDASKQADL
# BaF3 parental: parental Ba/F3 viability inhibition as JAK2V617F counter-screen; CellTiter-Glo ATP luminescence; inhibition, % at 5.6 µM; 220,000 tested, 1.1% active;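 active = inhibition above a per-campaign cutoff, the mean inhibition of all tested compounds plus 3 SD, cut at about 27% in these data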;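 note: 0% = DMSO wells and 100% = JAK Inhibitor I control wells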
# Ba/F3 V617F tox: reduce viability of Ba/F3 cells dependent on JAK2V617F | Ba/F3 EpoR-JAK2V617F viability, ATP luminescence | inhibition, % at 5.6 µM | 220,000 tested, 1.1% active | AID 1446;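 active = inhibition above the campaign mean plus 3 SD over all tested compounds, cut at about 24% in these data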;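 note: cytokine-independent growth of Ba/F3 cells driven by EpoR plus mutant JAK2; 0% = DMSO-treated cells and 100% = JAK inhibitor I control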
# m-calpain inh: blocks pig calpain II enzyme activity; purified calpain II, fluorogenic peptide substrate, 30 min; inhibition, % at 16 µM; 220,000 tested, 0.37% active;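 active = inhibition above about 50%, limit read from the data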
# S1P4 antagonist: human S1P4 receptor antagonism; 220,000 tested, 0.26% active; S1P4-expressing cells, antagonist mode, reporter read-out; inhibition, % at 4.98 µM; in the data active = inhibition above about 29%;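 note: 0% = wells stimulated with agonist and 100% = vehicle wells without agonist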
# PERK inh: human PERK inhibition, primary cell-based screen; 220,000 tested, 0.17% active; Q9NZJ5; CHO PERK-DD fusion, SEAP luminescence translation reporter; AID 1416; inhibition, % at 5.6 µM;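 active = inhibition above the mean inhibition of all tested compounds plus 3 SD, set separately per screening campaign, cut at about 2.9% in these data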;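 note: PERK kinase domain activated by AP20187 dimerizer at 100 nM; 0% = DMSO with dimerizer and 100% = rapamycin at 8.4 µM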
# zfTRPN1 agonist: activates the zebrafish TRPN1 channel. HEK293 zebrafish TRPN1-YFP, Fluo-8 calcium fluorescence; 100% = response to 87 µM carbachol. activation, % at 3 µM. 220,000 tested, 0.18% active. AID 1424;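 active = activation above its plate's cutoff, the mean activation of test wells on that plate plus 3 SD, cut at about 19% in these data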;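 note: 0% = DMSO alone and 100% = 87 µM carbachol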
#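 Material: zebrafish TRPN1-YFP in HEK293 cells; Doses: single test compound dose, 3 µM nominal, 0.3% DMSO; Timing: dye loading 1 h at 37 °C, then 30 min room temperature; Technique: intracellular calcium fluorescence with Fluo-8; Benchmarks: high carbachol 87 µM, low DMSO alone.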
# TRPML3 agonist: activates the human TRPML3 channel. Q8TDD5. HEK293 TRPML3-YFP, Fluo-8 calcium fluorescence; 100% = the carbachol control signal. activation, % at 3 µM. 220,000 tested, 0.29% active;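 active = activation above its plate's cutoff, the mean activation of the plate's test wells plus 3 SD, cut at about 12% in these data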;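 note: 0% = DMSO only wells and 100% = carbachol wells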
# Target sequence (Q8TDD5 whole entry, looked up): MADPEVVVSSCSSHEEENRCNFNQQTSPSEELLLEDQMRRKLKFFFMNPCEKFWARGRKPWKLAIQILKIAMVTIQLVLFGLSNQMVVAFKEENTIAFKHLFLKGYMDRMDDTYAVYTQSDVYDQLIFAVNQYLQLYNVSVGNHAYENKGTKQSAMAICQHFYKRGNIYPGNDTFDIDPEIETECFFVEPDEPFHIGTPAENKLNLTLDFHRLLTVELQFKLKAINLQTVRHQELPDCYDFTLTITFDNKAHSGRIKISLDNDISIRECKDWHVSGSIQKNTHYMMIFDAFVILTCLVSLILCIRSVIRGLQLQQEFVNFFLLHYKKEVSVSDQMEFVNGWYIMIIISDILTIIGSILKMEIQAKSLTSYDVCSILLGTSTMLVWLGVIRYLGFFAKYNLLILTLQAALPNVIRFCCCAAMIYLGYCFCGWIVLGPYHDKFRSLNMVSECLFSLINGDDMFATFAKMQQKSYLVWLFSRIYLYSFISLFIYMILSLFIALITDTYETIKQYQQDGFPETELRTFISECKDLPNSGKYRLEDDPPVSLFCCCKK
#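 Material: HEK293 cells stably carrying human TRPML3-YFP; compound dosing: single dose, 3 µM final nominal compound, 0.3% DMSO final; incubation: 1-h 37 °C dye load, 5-s basal, 120-s post-compound reads; technique: Fluo-8 intracellular calcium fluorescence, excitation 470-495 nm, emission 515-575 nm; read-out basis: percent activation from peak-to-basal fluorescence ratio, scaled between DMSO and carbachol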
# An asterisk follows results filed as active; i = inactive; ! = repeats disagree.
SMILES,S1P4 ag,EP2 modulator,BaF3 parental,Ba/F3 V617F tox,m-calpain inh,S1P4 antagonist,PERK inh,zfTRPN1 agonist,TRPML3 agonist
Brc1ccc(-c2nnc3sc(CNCc4ccc5c(c4)OCO5)cn23)cc1,0.6,-4,6,0,-15,-10,0.9,-1.4,-0.4
CCCCCCCCC(=O)N/N=C(\C)c1cccnc1,0.3,-6,-1,-1,-7,-10,-0.1,-0.7,0.8
NC(=O)CCC(C(=O)O)N1C(=O)c2ccc(O)cc2C1=O (stereo not given),2.6,25,1,0,-2,-3,1.3,1.8,0.8
CCCC(=O)NCCc1ccc(F)cc1,1.9,3,0,-3,12,-13,-0.1,-0.7,0.7
Cc1cc(C)c2nc(SCC(=O)NC(=O)c3cccn3C)cc(C)c2c1,-2.0,-3,0,-5,10,-2,-0.5,0.6,1.3
COc1ccc(NC(=O)Cc2ccc(Cl)c(Cl)c2)cn1,2.0,-12,2,-2,-16,-14,0.0,-0.1,-0.1
CC1(C)C(N(O)C(=O)Nc2ccccc2)N(c2cccc(Cl)c2)C(=O)N1O (stereo not given),1.2,7,0,3,19,5,-0.1,0.6,0.8
COc1ccc(NC(=S)Nc2ccc(C)c(S(=O)(=O)N3CCCCC3)c2)cc1,0.8,-67,0,-3,3,-2,0.0,-1.3,1.0
C=CCn1c(=S)sc2c(=O)[nH]c(C)nc21,0.2,10,-2,0,-6,10,0.6,0.4,-0.4
COC(=O)Cc1cc(=O)oc2cc(O)ccc12,5.3,13,8,-2,i,5,0.9,2.5,1.1
Cc1cc(C)n(-c2ncnc3sc4c(c23)CC(C)CC4)n1 (stereo not given),-0.2,23,3,-3,-62,-13,0.3,-1.3,-0.3
Cc1cccc(C)c1NC(=O)Cn1c(=O)n(CCC(=O)NCc2ccco2)c(=O)c2sccc21,1.9,7,0,7,-18,-8,-1.0,-0.1,-0.3
Cc1ccc(/C=N/NS(=O)(=O)c2ccccc2)o1,-0.4,17,3,1,26,10,0.4,-0.6,0.6
O=C1C=C(c2ccccc2)OC2(CCCC2)O1,1.4,2,4,4,-37,5,0.6,-0.8,0.5
O=C(CSc1nc2ccccc2o1)NCc1ccco1,1.3,1,6,-1,1,8,1.1,-0.7,0.0
CCC(C)NC(=O)c1cccc(OCc2c(C)noc2C)c1 (stereo not given),-0.8,3,4,-1,-19,1,0.2,-0.6,0.3
COc1cc(C)ccc1OCCOc1c(C)cc(Cl)cc1Cl,1.6,38,5,-3,1,-15,0.7,0.4,1.1
CCC(=O)Nc1ccc(C(=O)CSc2nnc(-c3ccc(O)cc3)n2CC2CCCO2)cc1 (stereo not given),-0.4,-8,4,1,19,-15,0.3,-0.4,0.6
Cn1cc([N+](=O)[O-])c(C(=O)NCc2cc3cc(Cl)ccc3[nH]2)n1,0.5,-45,8,0,4,-10,0.1,1.2,-0.1
CCc1ccc(CNC(=O)CCc2nnc(Cc3cccc(C(F)(F)F)c3)o2)nc1,-0.1,-5,12,4,18,-11,0.6,-0.8,-0.1

# Overlap with the part before: 3 compounds, followed by the next part.
SMILES,S1P4 ag,EP2 modulator,BaF3 parental,Ba/F3 V617F tox,m-calpain inh,S1P4 antagonist,PERK inh,zfTRPN1 agonist,TRPML3 agonist
CCC(=O)Nc1ccc(C(=O)CSc2nnc(-c3ccc(O)cc3)n2CC2CCCO2)cc1 (stereo not given),-0.4,-8,4,1,19,-15,0.3,-0.4,0.6
Cn1cc([N+](=O)[O-])c(C(=O)NCc2cc3cc(Cl)ccc3[nH]2)n1,0.5,-45,8,0,4,-10,0.1,1.2,-0.1
CCc1ccc(CNC(=O)CCc2nnc(Cc3cccc(C(F)(F)F)c3)o2)nc1,-0.1,-5,12,4,18,-11,0.6,-0.8,-0.1
Cc1cccc(S(=O)(=O)Nc2nc3ccccc3nc2NCc2ccc3c(c2)OCO3)c1,0.9,1,6,-3,-75,-9,-0.4,-0.5,0.9
O=C1CCN(C(=O)Nc2ccccc2Cl)N1,0.1,-5,2,1,-8,-2,0.9,-0.6,0.2
CN(CC(=O)Nc1ccc(F)c(F)c1F)C1CCCCC1,0.9,-22,4,4,6,-1,-0.3,0.3,0.4
CC(C)Cn1cnc2c1c(=O)n(CC(O)c1ccccc1)c(=O)n2CC(C)C (stereo not given),1.9,24,7,4,2,4,-1.0,-0.3,-0.1
O=C1CCc2cc(S(=O)(=O)N3CCN(Cc4ccc5c(c4)OCO5)CC3)ccc2N1,1.3,-6,5,-1,1,2,0.7,3.3,0.5
COc1ccc(/C=C2\SC(N3CCc4ccccc4C3)=NC2=O)cc1OC,5.0,19,5,-1,-39,-20,0.1,-1.7,-0.2
Cc1ccc(C(NC(=O)N2CCCC2)C(Cl)Cl)cc1F (stereo not given),2.1,3,6,1,-8,-11,-0.4,-0.2,-1.3
Cc1ccnc(NC2c3ccccc3C(=O)N2Cc2ccccc2Cl)c1 (stereo not given),0.1,38,0,-1,0,-3,0.6,-0.1,-0.3
CCCCCC(=O)Nc1ccc(N2CCN(S(C)(=O)=O)CC2)cc1,-0.6,9,2,-1,10,2,1.4,-3.0,1.7
COc1cc(CNc2nc3ccccc3[nH]2)cc(OC)c1OC,-1.5,-5,3,-1,-6,-2,-0.1,0.5,0.1
COc1cc(C(=O)Nc2nnc(C)s2)c([N+](=O)[O-])cc1OC,-0.3,13,1,-1,-7,1,2.4,1.4,0.2
COC(=O)c1ccc(OCC(=O)c2ccc(C)c(C)c2)cc1,1.6,-31,3,-1,6,-13,1.7,-2.0,0.5
Cc1ccc(C)c(NC2=NCC(=O)N2c2ccc3c(c2)OCCO3)c1,0.6,15,-2,-4,25,1,-0.8,0.8,-0.3
Cc1ccc(-c2nn(-c3ccccc3)cc2C=C2C(=O)CC(C)(C)CC2=O)cc1,-1.4,-27,1,1,4,-17,0.3,-1.0,0.0
Cc1nn2c3ccccc3n(Cc3ccccc3)c2nc1=O,-0.9,-7,-2,0,-206,-32,-0.4,-0.8,0.1
CCOC(=O)C(CC)Sc1nnc2c3cc(C)ccc3n(C)c2n1 (stereo not given),1.4,-12,0,-4,15,-1,-0.4,-1.6,-1.0
Cc1ccc(C(CC(=O)O)C2CCOC(C)(C)C2)cc1 (stereo not given),2.2,10,9,6,-6,12,0.9,0.9,0.7
COc1ccc(-c2noc(CCCC(=O)O)n2)cc1,-2.5,5,3,-3,21,-7,0.7,2.2,0.7
S=c1[nH]nc(Cn2nnc3ccccc32)n1-c1ccccc1,0.2,-2,5,3,22,-18,-0.6,1.5,0.7
Cc1cc(C)nc(SCC(=O)Nc2ccc(S(=O)(=O)Nc3nccs3)cc2)n1,1.6,10,3,0,0,-16,0.3,1.0,0.2
Cc1ccc(C(=O)N/C(=C\c2ccc(Cl)cc2)C(=O)NCC2CCCO2)cc1 (stereo not given),1.0,16,3,-4,0,2,0.6,2.3,0.6
CN1CC(=O)N(CC(=O)N2CCC(Cc3ccccc3)CC2)C1=O,-0.8,-6,11,3,-20,-50,-0.8,1.8,0.7
COC(=O)c1ccccc1NC(=O)CSc1nc(-c2ccco2)cc(C(F)(F)F)n1,-0.9,65*!,5,-1,4,4,0.9,0.3,1.3
COC(=O)CC1COc2ccccc2N1C(=O)c1ccc(C(C)(C)C)cc1 (stereo not given),-1.2,17,8,0,13,0,0.7,-1.1,-0.5
COc1cc(NC(=O)c2ccc(Br)o2)ccc1NC(=O)c1ccccc1Cl,0.9,-7,1,-3,-2,-5,-1.5,0.5,-0.1
CCOC(=O)C1CCN(C(=O)C2(NC(=O)Nc3cccc(F)c3)CCCCC2)CC1,1.9,30,3,-2,-6,7,0.1,2.6,1.1
CSc1cccc(NS(=O)(=O)c2ccc(F)cc2)c1,0.1,-17,2,-1,36,-1,0.3,-2.8,-1.6
O=C(NNC(=O)c1nn(-c2ccc(F)cc2)ccc1=O)c1ccccc1Cl,-1.4,-18,0,0,12,-13,0.8,-0.4,1.0
O=C(COc1ccccc1)Nc1ccc(N2CCN(C(=O)c3cccs3)CC2)cc1,-1.8,28,1,-6,-9,-3,0.6,4.3,2.8
COc1ccc(CN(C(=O)c2cc3ccccc3oc2=O)C2CCCCC2)cc1OC,-3.8,27,2,0,16,7,-1.9,-1.1,0.0
CSc1nnc2c(n1)c(C)nn2-c1cccc(C)c1,-1.2,45,0,-6,0,3,1.1,-0.6,0.4
COc1ccc(CC(=O)NC2CCN(Cc3nnnn3C(C)(C)C)CC2)cc1OC,-0.2,13,2,0,13,-4,1.6,2.1,0.2
CCOC(=O)CN1C(=O)S/C(=C/c2cc(C)n(-c3ccccn3)c2C)C1=O,1.6,10,6,-1,-42,-15,-2.1,-1.1,1.0
CC(C)(C)c1ncc(S(=O)(=O)c2ccc(C(F)(F)F)cn2)c(N)n1,-0.2,-6,5,-5,-16,2,-0.1,-1.5,1.8
Cc1ccc2c(c1)SC1=NC(c3ccccc3)(C(F)(F)F)NC(=O)N12 (stereo not given),-0.6,16,6,2,-12,-9,1.2,2.1,0.8
COc1cccc(CN2C(=O)C3CCCN3c3ccc(S(=O)(=O)N4CCOCC4)cc32)c1 (stereo not given),1.0,2,6,-1,-70,-10,-0.5,2.1,1.0
O=S(=O)(c1ccc(-c2csc(-c3cccnc3)n2)cc1)N1CCOCC1,0.4,-38,8,3,-13,1,1.1,1.0,1.0
COC(=O)c1ccc(C(=O)OC)c(NC(=S)N2CCN(C)CC2)c1,2.9,-17,7,2,-20,-10,1.1,0.7,-0.1
CN(C)c1nc(-c2ccccc2)ns1,1.4,6,-3,-2,14,-16,2.4,-1.4,1.0
Cc1ccc(C)c(NC(=S)N/N=C2/CCCCc3ccccc32)c1,0.5,53,7,-1,-21,-13,-0.1,-0.3,-0.2
COCCCNC(=O)CCc1nnc(Cc2ccc(-c3ccccc3)cc2)o1,-0.5,-11,9,0,-5,-7,0.7,0.8,1.0
N#CCN1CCC/C1=C\[N+](=O)[O-],3.1,16,1,-4,14,-1,0.3,-0.4,0.2
Cn1c(=O)c2c(nc(N/N=C/c3ccco3)n2C)n(C)c1=O,-0.6,6,8,1,16,2,0.4,1.6,1.2
COCCCNC(=S)Nc1ccc(C)cc1,-0.5,17,-8,0,-15,10,0.1,1.3,0.4
COc1ccc(C(C#N)N2CCCCCC2)cc1OC (stereo not given),1.4,25,5,0,19,-12,1.2,1.6,0.4
Cc1nn(C)c(C)c1CN(C(=O)CCc1nnc(Cc2c[nH]c3ccccc23)o1)C(C)C,-0.1,9,4,-2,-27,-2,0.3,0.7,0.5
COc1ccc(-c2noc(CSc3nnc(Cc4ccccc4)n3-c3ccc(Cl)cc3)n2)cc1,2.3,-59,2,-4,29,0,-1.2,6.3,0.6
O=C(NC1CCCCC1)C(c1cccs1)N(CC1CCCO1)C(=O)c1csnn1 (stereo not given),-0.9,24,-2,-4,17,-6,0.5,-1.2,-0.7
O=C(NCCc1csc(-c2cccnc2)n1)c1c(F)cccc1F,2.6,-9,-1,3,-42,12,-1.6,1.3,0.2
COc1cc(C(=O)Nc2ccccc2N2CCOCC2)ccc1OCc1c(C)noc1C,0.5,8,0,-2,2,-32,-1.2,1.1,0.0

# High-throughput results: PubChem, several laboratories
